Autophagy mod: modulators of autophagy; 0.98% of 190,000 active; MEF GFP-LC3 puncta imaging; test concentration mostly 10 µM; calls only at 10 µM (by protocol); AID 463193;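 active = percentage of spot-positive cells more than 3 SD above its plate mean, without a fluorescence outlier flag or 80% toxicity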;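 note: spot-positive cell cutoff set from DMSO-treated cells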
PMI inhibitors: MPI enzyme activity inhibition – biochemical, fluorescence intensity, coupled assay, primary screen (AID 1209) | one-dose inhibition, % at 20 µM; IC50 in µM for titrated hits | 0.42% of 190,000 active | purified PMI enzyme, coupled fluorescence intensity; higher % means a stronger effect;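 note: plate controls were DMSO vehicle for no effect and wells lacking substrate for full effect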
MT stabilizer: stabilizes microtubules in HeLa cells; 0.83% of 200,000 active; % tubulin-high responders, % at 10 µM; HeLa tubulin immunostaining HCS, 24 h; share of cells brighter than vehicle mean+2SD;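 active = plate Z-score above 3 for both tubulin-high and condensed-nucleus cell shares, with cell loss under 80%, at 10 µM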;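 note: anti alpha tubulin signal scored within the nucleus-defined area of each cell; some results filed as inactive read as strong as hits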
T cell modulator: modulates CD8 T cell binding to vesicles; 2C CD8+ T cell-vesicle binding, flow cytometry; hits give low values; calls only at 7 µM; 0.068% of 330,000 active; AID 2052;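 active = response, share of CD8 T cells binding vesicles, and their 90th percentile fluorescence all below set limits, cut at about 80% in these data, passing the limit was not always enough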
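Assay system – 2C mouse CD8+ T cells · Also added – QL9-loaded Drosophila micro-vesicles · Timing – Cell–vesicle co-incubation 1.5 h at 37 °C, staining 20 min on ice · Signal – flow cytometry of vesicle-bound cells · Measure – percent CD8+ FL2 mean versus row control · Controls – Peptide-free naked vesicles (low) and QL9 vesicles with 0.7% DMSO vehicle (high)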
Hep lipid drop: hepatic lipid droplet formation modulation; AML12 mouse hepatocytes, oleate lipid droplets, BODIPY imaging; inhibition, % at 6.5 µM; 0.4% of 240,000 active; AID 1656;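 active = lipid droplet intensity inhibited by at least 50%, with more than 500 cells counted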
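System: AML12 hepatocytes (mouse). Probe or stimulus: oleic acid at 100 µM to induce lipid droplet formation. Times: overnight treatment with compound plus oleate. Detection: Image-based BODIPY and DAPI two-channel analysis. Evaluation: percent inhibition of filter-corrected integrated lipid droplet intensity per well.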
bCat nuc transl: alters nuclear translocation of beta-catenin in HeLa cells. nuclear translocation activity, % at 5 µM. immunofluorescence imaging. 0.3% of 190,000 active;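 active = nuclear translocation activity above 50% at 5 µM, with a well cell count of 50 or more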;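 note: per-cell ratio of nuclear to cytoplasmic median beta-catenin stain intensity; plate controls were DMSO negative control for no effect and GSK-3 inhibitor IX positive control for full effect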
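Test system: human HeLa cells, endogenous beta-catenin. Times: 24 h compound exposure, 37°C. Measured by: beta-catenin immunofluorescence imaging with DAPI.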
TNAP activators: human TNAP enzyme activators, primary screen, biochemical, luminescent, no phosphate acceptor, uHTS (AID 1001); purified TNAP, luminescent activation assay, no phosphate acceptor; higher activation fold means a stronger effect; activation fold at 20 µM; hits with a dose series show EC50 in µM; 0.03% of 200,000 active; in the data active = activation fold from about 3, or a potency from the dose series; inactive = the rest, 99 in 100 with activation fold below about 1.6; note: many of its hits are not listed in these tables
PMI inhibition: human PMI inhibitors, high substrate, primary screen, biochemical, fluorescence intensity, high mannose 6-phosphate (AID 1220); recombinant PMI enzyme, coupled fluorescence intensity; higher % means a stronger effect; inhibition, % at 20 µM, or IC50 in µM where a hit was titrated; 0.66% of 190,000 active
Insulin prom up: MIN6 insulin promoter up-regulation. MIN6 insulin promoter-GFP reporter, high-content imaging; hits give high values. z-score at 5 µM. 0.3% of 190,000 active;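 active = z-score above 3 at 5 µM with at least 500 cells counted in the well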
Insulin prom up cell count: also measured in Insulin prom up; calls as there; cell count; measured here: cytotoxicity, nuclei count;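 total cells summed across four imaged fields per well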
Hep lipid drop cells 6.5 µM: second read-out of Hep lipid drop, no call of its own (marks repeat the call); cell count; measured here: cell count, cytotoxicity flag;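 cells counted across two imaged fields per well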
bCat nuc transl cell count 5 µM: recorded beside bCat nuc transl, whose call it bears; cell count; measured here: cell count, cytotoxicity flag
T cell modulator vesicle-bound %: second read-out of T cell modulator, no call of its own (marks repeat the call); double positive events, %; measured here: CD8+ vesicle-bound cell fraction;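 binding gate set so that unloaded-vesicle control wells show 10% double positive cells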
MT stabilizer Hoechst-high %: further read-out of MT stabilizer, marked with its call; % Hoechst-high responders; measured here: nuclear condensation Hoechst responders;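 share of cells brighter than vehicle mean plus two SD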
MT stabilizer cytotoxicity %: second read-out of MT stabilizer, no call of its own (marks repeat the call); toxicity, %; measured here: cytotoxicity by cell density;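 0% = mean cell density of plate MIN control wells and 100% = no cells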
Autophagy mod cell loss 18 h: second read-out of Autophagy mod, no call of its own (marks repeat the call); toxicity, %; measured here: cell loss, nuclei count;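 cell loss after 18 h compound exposure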
An asterisk follows results filed as active; i = inactive; nt = no result given. Cut-off read from the data, not from the text of the source, unless noted: active = inhibition above about 50%; inactive = the rest.

1	COc1ccc(CNc2cccc(F)c2)cc1Br
2	CCN(CC(=O)NCc1ccc(Cl)cc1)Cc1cc(=O)n2ccsc2n1
3	COc1ccc(N2C(=O)CC(C#N)=C2N)cc1
4	Oc1c(C(c2ccccn2)N2CCC(Cc3ccccc3)CC2)cc(Cl)c2cccnc12 (stereo not given)
5	Cc1cccc(C)c1N1CCN(c2ccc3nnc(C(F)(F)F)n3n2)CC1
6	CC1CCCCN1CC(=O)NCc1ccc2c(c1)OCO2 (stereo not given)
7	CCCOc1ccccc1C1NC(=O)NC(C)=C1C(=O)OCCOC(C)C (stereo not given)
8	CSc1ccc(Cl)c(C(=O)NCCOc2cc(C)ccc2C(C)C)c1
Assay by compound | 1 | 2 | 3 | 4 | 5 | 6 | 7 | 8
Autophagy mod | i | i | i | i | i | i | i | i
Autophagy mod cell loss 18 h | -10.1 | 0.8 | 4.2 | 21.7 | 3.3 | 19.1 | 9.5 | 11.5
PMI inhibitors | -2.4% | -10.6% | 13.5% | 23.3% | 16.8% | 3.1% | -3.6% | 11.7%
MT stabilizer | 0.9 | 1.2 | 2.0 | 4.5 | 3.0 | 5.4 | 2.8 | 2.3
MT stabilizer Hoechst-high % | 1.3 | 1.4 | 1.4 | 3.7 | 4.7 | 3.9 | 2.4 | 2.4
MT stabilizer cytotoxicity % | 1.9 | 1.0 | 0.2 | 9.8 | 2.6 | 6.8 | 5.5 | 10.2
T cell modulator | i | i | i | i | i | i | i | i
T cell modulator vesicle-bound % | 7.3 | 22.4 | 54.7 | 36.8 | 43.1 | 25.6 | 33.0 | 33.0
Hep lipid drop | 11.8 | 2.1 | 0.7 | -18.7 | 14.9 | 6.3 | nt | nt
Hep lipid drop cells 6.5 µM | 765 | 754 | 666 | 721 | 722 | 774 | nt | nt
bCat nuc transl | nt | -0.3 | -1.8 | -0.6 | -2.7 | 3.1 | -2.4 | 0.5
bCat nuc transl cell count 5 µM | nt | 1086 | 1073 | 1138 | 1253 | 1147 | 1133 | 1362
TNAP activators | 1.3 | 1.2 | 1.1 | 1.5 | 1 | 1.1 | 1.2 | 1.1
PMI inhibition | -5.6% | 1.7% | 19.7% | 58.9%* | 9.2% | 4.1% | 2.7% | 4.9%
Insulin prom up | 0.25 | nt | -0.48 | 0.57 | -1.35 | -0.05 | 0.25 | -0.18
Insulin prom up cell count | 902 | nt | 1404 | 1158 | 931 | 1129 | 1103 | 1583

Ordered by molecular weight (descending): part of the list above.
4	Oc1c(C(c2ccccn2)N2CCC(Cc3ccccc3)CC2)cc(Cl)c2cccnc12 (stereo not given)
8	CSc1ccc(Cl)c(C(=O)NCCOc2cc(C)ccc2C(C)C)c1
5	Cc1cccc(C)c1N1CCN(c2ccc3nnc(C(F)(F)F)n3n2)CC1
Assay by compound | 4 | 8 | 5
Autophagy mod | i | i | i
Autophagy mod cell loss 18 h | 21.7 | 11.5 | 3.3
PMI inhibitors | 23.3% | 11.7% | 16.8%
MT stabilizer | 4.5 | 2.3 | 3.0
MT stabilizer Hoechst-high % | 3.7 | 2.4 | 4.7
MT stabilizer cytotoxicity % | 9.8 | 10.2 | 2.6
T cell modulator | i | i | i
T cell modulator vesicle-bound % | 36.8 | 33.0 | 43.1
Hep lipid drop | -18.7 | nt | 14.9
Hep lipid drop cells 6.5 µM | 721 | nt | 722
bCat nuc transl | -0.6 | 0.5 | -2.7
bCat nuc transl cell count 5 µM | 1138 | 1362 | 1253
TNAP activators | 1.5 | 1.1 | 1
PMI inhibition | 58.9%* | 4.9% | 9.2%
Insulin prom up | 0.57 | -0.18 | -1.35
Insulin prom up cell count | 1158 | 1583 | 931

Excerpt: compounds 3 to 8
3	COc1ccc(N2C(=O)CC(C#N)=C2N)cc1
4	Oc1c(C(c2ccccn2)N2CCC(Cc3ccccc3)CC2)cc(Cl)c2cccnc12 (stereo not given)
5	Cc1cccc(C)c1N1CCN(c2ccc3nnc(C(F)(F)F)n3n2)CC1
6	CC1CCCCN1CC(=O)NCc1ccc2c(c1)OCO2 (stereo not given)
7	CCCOc1ccccc1C1NC(=O)NC(C)=C1C(=O)OCCOC(C)C (stereo not given)
8	CSc1ccc(Cl)c(C(=O)NCCOc2cc(C)ccc2C(C)C)c1
Assay by compound | 3 | 4 | 5 | 6 | 7 | 8
Autophagy mod | i | i | i | i | i | i
Autophagy mod cell loss 18 h | 4.2 | 21.7 | 3.3 | 19.1 | 9.5 | 11.5
PMI inhibitors | 13.5% | 23.3% | 16.8% | 3.1% | -3.6% | 11.7%
MT stabilizer | 2.0 | 4.5 | 3.0 | 5.4 | 2.8 | 2.3
MT stabilizer Hoechst-high % | 1.4 | 3.7 | 4.7 | 3.9 | 2.4 | 2.4
MT stabilizer cytotoxicity % | 0.2 | 9.8 | 2.6 | 6.8 | 5.5 | 10.2
T cell modulator | i | i | i | i | i | i
T cell modulator vesicle-bound % | 54.7 | 36.8 | 43.1 | 25.6 | 33.0 | 33.0
Hep lipid drop | 0.7 | -18.7 | 14.9 | 6.3 | nt | nt
Hep lipid drop cells 6.5 µM | 666 | 721 | 722 | 774 | nt | nt
bCat nuc transl | -1.8 | -0.6 | -2.7 | 3.1 | -2.4 | 0.5
bCat nuc transl cell count 5 µM | 1073 | 1138 | 1253 | 1147 | 1133 | 1362
TNAP activators | 1.1 | 1.5 | 1 | 1.1 | 1.2 | 1.1
PMI inhibition | 19.7% | 58.9%* | 9.2% | 4.1% | 2.7% | 4.9%
Insulin prom up | -0.48 | 0.57 | -1.35 | -0.05 | 0.25 | -0.18
Insulin prom up cell count | 1404 | 1158 | 931 | 1129 | 1103 | 1583

(listing goes on)
9	COC(=O)c1nn(-c2ccccc2)nc1-c1nn(-c2ccccc2)nc1C(=O)OC
10	CCOc1ccc(NC(=O)Cn2nnc(-c3ccccc3NC(=O)C3CC3)n2)cc1
11	NS(=O)(=O)c1ccc(CCNC(=O)c2cccc([N+](=O)[O-])c2)cc1
12	CN1CCN(c2nc(-c3ccc(Br)cc3)nnc2-c2ccccc2)CC1
13	O=C(O)c1ccc(S(=O)(=O)Nc2ccc(O)c(Sc3nc4ccccc4s3)c2)cc1
14	C/C(=N\O)C1(C)N(O)C(C)(C)C(c2ccc(F)cc2)=[N+]1[O-] (stereo not given)
15	COC(=O)C(CC(C)C)NC(=O)c1ccc([N+](=O)[O-])cc1 (stereo not given)
16	CCc1ccc(NC(=O)C(C)OC(=O)c2cccc(S(=O)(=O)N3CCc4ccccc4C3)c2)cc1 (stereo not given)
Assay by compound | 9 | 10 | 11 | 12 | 13 | 14 | 15 | 16
Autophagy mod | i | i | i | i | i | i | i | i
Autophagy mod cell loss 18 h | -2.4 | 0.4 | -5.1 | 9.4 | 20.5 | 34.2 | 0.8 | 6.5
PMI inhibitors | 8.6% | 4.2% | 9.2% | -3.5% | -13.6% | 11.4% | 0.8% | 1.7%
MT stabilizer | 4.3 | 2.4 | 4.9 | 3.0 | 1.2 | 2.9 | 1.3 | 4.2
MT stabilizer Hoechst-high % | 2.3 | 1.9 | 2.2 | 1.1 | 1.9 | 1.9 | 1.6 | 2.3
MT stabilizer cytotoxicity % | 7.6 | 3.1 | 10.1 | 6.7 | 11.7 | 9.0 | 11.7 | 9.1
T cell modulator | i | i | i | i | i | i | i | i
T cell modulator vesicle-bound % | 42.4 | 26.6 | 27.4 | 50.6 | 45.3 | 44.4 | 45.8 | 54.8
Hep lipid drop | 14.5 | nt | 3.8 | nt | -14.1 | 7.6 | nt | -0.2
Hep lipid drop cells 6.5 µM | 774 | nt | 609 | nt | 662 | 717 | nt | 684
bCat nuc transl | nt | -1.0 | 0.2 | nt | -1.4 | nt | 0.5 | 0.0
bCat nuc transl cell count 5 µM | nt | 784 | 1408 | nt | 930 | nt | 1381 | 1060
TNAP activators | 1.1 | 1.2 | 1.1 | 1 | 1 | 1.1 | 1.1 | 1.1
PMI inhibition | 5.6% | 4.6% | -3.7% | 6.3% | 12.8% | 4.5% | 0.8% | 1.0%
Insulin prom up | nt | -0.09 | -0.36 | nt | -0.11 | nt | 0.07 | 0.56
Insulin prom up cell count | nt | 1150 | 1577 | nt | 1605 | nt | 1509 | 1472

Assay outcomes as filed in PubChem.
